# Source: PubChem
# TWEAK-Fn14 inh: inhibitors of TWEAK-Fn14 interaction signaling | TWEAK-stimulated Fn14 reporter cells, luciferase luminescence, 8 h | inhibition, % at 10 µM | 360,000 compounds, 2% hits | AID 1159606; in the data active = inhibition above about 50%
# NOD2-RIPK2 inh: NOD2-RIPK2 protein interaction inhibition | 360,000 compounds, 0.38% hits | CHO BLA complementation NOD2-RIPK2, CCF4 ratio | AID 624267 | inhibition, % at 4.98 µM; in the data active = inhibition above about 21%;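 note: 0% = vehicle only and 100% = reference blocker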
# EBV LMP1 NFkB: Epstein-Barr LMP1 NF-kappaB reporter inhibition. 350,000 compounds, 0.69% hits. LMP1-induced NF-kappaB luciferase reporter cells, luminescence. AID 504558. inhibition, % at 12.5 µM; in the data active = inhibition above about 41%;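 note: 0% = neutral control wells and 100% = reference inhibitor control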
# NR5A2 inv ag: suppresses constitutive activity of human LRH-1. O00482. HEK293T StAR-luciferase reporter, LRH-1 transfected, 24 h. AID 602396. 360,000 compounds, 0.13% hits. inhibition, % at 3.6 µM;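 active = inhibition above the mean inhibition of all tested compounds plus 3 SD, cut at about 73% in these data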;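 note: 0% = DMSO wells and 100% = reporter-only cells lacking LRH-1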
# Target sequence (O00482 whole entry, looked up): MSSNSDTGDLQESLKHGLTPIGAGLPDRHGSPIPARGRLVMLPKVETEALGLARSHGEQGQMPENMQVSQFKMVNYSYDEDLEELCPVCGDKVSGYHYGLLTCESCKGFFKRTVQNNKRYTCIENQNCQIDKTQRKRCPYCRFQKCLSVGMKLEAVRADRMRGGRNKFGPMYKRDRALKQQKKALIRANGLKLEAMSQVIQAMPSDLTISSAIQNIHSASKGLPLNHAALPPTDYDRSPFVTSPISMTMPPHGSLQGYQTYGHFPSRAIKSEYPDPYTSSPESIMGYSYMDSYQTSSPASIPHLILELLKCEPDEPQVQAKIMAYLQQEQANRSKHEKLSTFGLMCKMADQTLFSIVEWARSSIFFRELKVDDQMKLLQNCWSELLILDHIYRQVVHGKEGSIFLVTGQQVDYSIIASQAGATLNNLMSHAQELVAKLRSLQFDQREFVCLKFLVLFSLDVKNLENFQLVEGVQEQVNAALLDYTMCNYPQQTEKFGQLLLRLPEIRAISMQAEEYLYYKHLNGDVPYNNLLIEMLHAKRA
# TRAIL sens C8: caspase-8 TRAIL sensitization | NB7+C8 cells + TRAIL, ATPlite viability luminescence | inhibition (viability loss, TRAIL sensitization), % at 10 µM | 360,000 compounds, 1% hits;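 active = compounds causing at least 50% loss of cell viability in the single-dose screen, relative to plate controls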
# TLR9-MyD88 block: inhibitors of human TLR9-MyD88 binding; CHO BLA complementation TLR9-MyD88, CCF4 FRET ratio; inhibition, % at 4.98 µM; 340,000 compounds, 0.21% hits; AID 504734;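 active = inhibition above the mean over all tested compounds plus 3 SD, cut at about 21% in these data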;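 note: 0% = DMSO only wells and 100% = clavulanate BLA inhibitor control wells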
# SRC2 inh: inhibits human steroid receptor coactivator 2 | Q15596 | 370,000 compounds, 0.17% hits | inhibition, % at 9 µM | HEK293 GAL4-SRC2 luciferase reporter, luminescence | AID 651957;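 active = inhibition above the mean inhibition of all tested compounds plus 3 SD, set per campaign, cut at about 52% in these data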;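 note: 0% = DMSO treated cells and 100% = cells given Gossypol at 36 µM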
# SRC3 inh: inhibitors of human steroid receptor coactivator 3 (SRC3). Q9Y6Q9. HEK293 GAL4-SRC3 luciferase reporter, luminescence. inhibition, % at 3.6 µM. 360,000 compounds, 0.17% hits;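 active = inhibition above a per-campaign cutoff, the mean of all compounds plus 3 SD, cut at about 60% in these data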;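 note: 0% = DMSO-treated cells and 100% = gossypol-treated cells at 36 µM; higher means less SRC3-driven luciferase light from the GAL4 reporter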
# SRC1 inh: inhibitors of human steroid receptor coactivator 1 (SRC1); Q15788; HEK293 GAL4-SRC1 luciferase reporter, luminescence; inhibition, % at 3.6 µM; 360,000 compounds, 0.12% hits; AID 588354;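 active = inhibition above the campaign mean plus 3 SD, with each screening campaign given its own cutoff, cut at about 60% in these data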;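 note: 0% = DMSO treated cells and 100% = gossypol at 36 µM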
# TROY NFkB inh: inhibitors of TROY-dependent NF-kB signaling. 360,000 compounds, 0.98% hits. AID 1347056. inhibition, % at 10 µM. Q293 LMP1-TROYcd NF-kB luciferase reporter, 4 h;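 active = compounds whose plate-normalised and pattern-corrected inhibition of the luciferase reporter signal at the single screening dose is 50% or more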
# NR2F2 inh: inhibitors of human COUP-TFII (NR2F2); HEK293T NGFI-A luciferase reporter, luminescence; inhibition, % at 8.6 µM; 370,000 compounds, 0.7% hits;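 active = inhibition above a per-plate cutoff, mean inhibition of test wells between control levels plus 3 SD, cut at about 38% in these data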;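 note: cells cotransfected with COUP-TFII expression vector driving the NGFI-A reporter; 0% = median of COUP-TF2 test wells and 100% = reporter-only cells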
# Target sequence (P24468 whole entry, looked up): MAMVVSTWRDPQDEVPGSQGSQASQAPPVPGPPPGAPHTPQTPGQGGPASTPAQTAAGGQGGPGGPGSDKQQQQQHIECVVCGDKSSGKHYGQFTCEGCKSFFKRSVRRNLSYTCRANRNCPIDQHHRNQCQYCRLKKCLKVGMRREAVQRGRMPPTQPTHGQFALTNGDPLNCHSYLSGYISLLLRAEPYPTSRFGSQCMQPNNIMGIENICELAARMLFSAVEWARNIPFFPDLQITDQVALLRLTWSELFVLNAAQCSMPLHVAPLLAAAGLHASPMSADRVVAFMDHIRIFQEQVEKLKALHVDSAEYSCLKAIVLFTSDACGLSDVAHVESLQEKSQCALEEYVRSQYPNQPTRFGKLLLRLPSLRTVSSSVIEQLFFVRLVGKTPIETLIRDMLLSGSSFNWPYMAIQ
# * = called active by the depositor; / = no result given.
SMILES,TWEAK-Fn14 inh,NOD2-RIPK2 inh,EBV LMP1 NFkB,NR5A2 inv ag,TRAIL sens C8,TLR9-MyD88 block,SRC2 inh,SRC3 inh,SRC1 inh,TROY NFkB inh,NR2F2 inh
COc1ccc(S(=O)(=O)N2CCCCC2)cc1NC(=O)Cc1cccc(C(F)(F)F)c1,-17,-3,-14,10,14,0,-18,11,3,7,4
COc1nc2c(C)cccc2cc1-c1noc(-c2ccco2)n1,-5,-15,-12,-10,-10,-3,7,-33,-29,-18,2
CN1CCC(OC(=O)COc2ccccc2)CC1,-7,-4,3,-8,4,0,17,4,2,-12,13
O=C(CN1CCNCC1)Nc1ccc(Oc2ccccc2)cc1,-5,9,-2,19,10,6,-4,-9,4,3,13
CN(Cc1ccccc1)C(=O)CCC1CCN(C(=O)c2ccco2)CC1,-21,-6,-7,6,2,0,5,-4,-7,0,-8
CC(C)(CNC(=O)/C=C/c1ccc(F)cc1)CNC(=O)/C=C/c1ccc(F)cc1,1,9,-20,-70,16,2,-17,-28,-51,-51,-47
CC(C)(C)C1(c2ccccc2)NC(=O)N(CC(=O)N2CCOCC2)C1=O (stereo not drawn),-11,-10,6,15,-3,-5,-4,16,0,-1,-8
CC(C)C(=O)Nc1cccc(-c2csc(-c3ccccc3)n2)c1,-32,-1,-32,-32,2,12,-20,-28,-7,-39,-27
CC1(C)Cc2cccc(OCC(=O)OCC(=O)c3ccccc3)c2O1,19,-2,-1,19,3,2,3,9,7,-1,-20
CC(=O)NC(Cc1ccccc1C)C(=O)NC1CCN(C(=O)NCc2ccccc2)CC1 (stereo not drawn),22,8,-1,-7,-33,-6,-38,10,-11,11,2
O=C(COC(=O)/C=C/c1ccc(F)cc1)NCC1CCCO1 (stereo not drawn),-27,3,-3,-14,-1,-8,5,-1,-20,-7,-22
COc1ccc(C2OCC3(O)C(c4ccc(OC)c(OC)c4)OCC23)cc1OC (stereo not drawn),-8,-7,-1,-4,-12,-1,-10,-11,-11,3,-9
CC1CC(C)(C)CC2(C1)NC(=O)N(CC(=O)Nc1c(F)cccc1F)C2=O (stereo not drawn),18,-8,3,-2,-6,-3,-33,9,-5,7,-8
CC1CCCC(C)N1C(=O)Nc1cccc(Cl)c1 (stereo not drawn),-21,0,1,11,-8,6,10,5,4,-16,7
CCOC(=O)C1(C)C(=O)CC2c3nc4ccccc4cc3CN2C1=O (stereo not drawn),20,-8,-3,9,-10,8,6,0,-9,1,7
COc1ccc2c(c1)CC/C(=C\C=C\c1ccccc1OC)C2=O,-14,0,11,-5,-3,-12,-38,-8,-11,-48,-32
COc1ccc(C2/C=C\CN(C(=O)Nc3ccccc3)CC(=O)N2Cc2ccc(F)cc2)cc1 (stereo not drawn),-6,7,0,18,6,7,2,9,-17,15,-9
CCOC(=O)c1c(CN(CC)CC)oc2cc(Br)c(O)cc12,7,-23,8,13,-12,15,-15,3,-19,0,8
CC(C)CN1CCC(=O)N(CCO)CC1,-10,10,-1,-5,-22,-1,-1,-18,-7,18,1
O=C(CN(Cc1ccccc1)C(=O)CCl)c1cccc(Br)c1,66*,11,-4,50,97*,-11,21,4,-14,5,-1
Cc1cnc(NC(=O)CC2OC(=O)c3ccccc32)s1 (stereo not drawn),9,-5,6,10,0,0,5,1,-15,-7,0
CC(C)N1C(=O)C(Cc2nc3ccccc3c(=O)n2-c2ccccc2)c2ccccc21 (stereo not drawn),2,-8,-5,26,11,-5,9,10,-30,14,-3
O=C(CCn1[nH]c(=O)c2ccccc2c1=O)N1CCOCC1,12,-1,2,4,8,-6,-22,1,-7,-4,-16
CN1CCN(CC(O)(c2ccc(Cl)cc2)c2ccc(Cl)cc2)CC1,-2,-1,-5,15,1,12,15,8,2,4,10
CC(C)[C@@H](COc1ccccc1)N1CCN(Cc2ccccc2)CCC1=O,-7,-8,3,10,2,-4,12,5,-5,0,21

# Nothing new here: an excerpt of the list.
SMILES,TWEAK-Fn14 inh,NOD2-RIPK2 inh,EBV LMP1 NFkB,NR5A2 inv ag,TRAIL sens C8,TLR9-MyD88 block,SRC2 inh,SRC3 inh,SRC1 inh,TROY NFkB inh,NR2F2 inh
COc1ccc(S(=O)(=O)N2CCCCC2)cc1NC(=O)Cc1cccc(C(F)(F)F)c1,-17,-3,-14,10,14,0,-18,11,3,7,4
COc1nc2c(C)cccc2cc1-c1noc(-c2ccco2)n1,-5,-15,-12,-10,-10,-3,7,-33,-29,-18,2

# The listing picks up; the six compounds before the break are reprinted first.
SMILES,TWEAK-Fn14 inh,NOD2-RIPK2 inh,EBV LMP1 NFkB,NR5A2 inv ag,TRAIL sens C8,TLR9-MyD88 block,SRC2 inh,SRC3 inh,SRC1 inh,TROY NFkB inh,NR2F2 inh
O=C(CN(Cc1ccccc1)C(=O)CCl)c1cccc(Br)c1,66*,11,-4,50,97*,-11,21,4,-14,5,-1
Cc1cnc(NC(=O)CC2OC(=O)c3ccccc32)s1 (stereo not drawn),9,-5,6,10,0,0,5,1,-15,-7,0
CC(C)N1C(=O)C(Cc2nc3ccccc3c(=O)n2-c2ccccc2)c2ccccc21 (stereo not drawn),2,-8,-5,26,11,-5,9,10,-30,14,-3
O=C(CCn1[nH]c(=O)c2ccccc2c1=O)N1CCOCC1,12,-1,2,4,8,-6,-22,1,-7,-4,-16
CN1CCN(CC(O)(c2ccc(Cl)cc2)c2ccc(Cl)cc2)CC1,-2,-1,-5,15,1,12,15,8,2,4,10
CC(C)[C@@H](COc1ccccc1)N1CCN(Cc2ccccc2)CCC1=O,-7,-8,3,10,2,-4,12,5,-5,0,21
Cc1ccc(-c2nnn(CC(=O)N(CCCO)C(C(=O)NC3CCCC3)c3ccc(F)cc3)n2)o1 (stereo not drawn),12,-8,17,13,-8,-3,-2,0,-2,-14,-4
Cc1no[n+]([O-])c1COc1ccccc1/C=C1\NC(=S)NC1=O,15,4,-14,25,-7,2,11,14,-6,12,-12
O=C(NCc1ccco1)c1cc(S(=O)(=O)N2CCCCC2)ccc1Cl,21,-4,-4,-6,2,-4,17,8,7,-9,14
NCCCC[C@H](NC(=O)C1CCNCC1)c1nnc([C@@H](N)Cc2ccc(O)cc2)o1,12,-4,-3,15,-11,-2,-2,-13,0,-22,5
COc1ccc(S(=O)(=O)Nc2cccc3c2O[C@H](CN(C)Cc2ccccc2)[C@@H](C)CN([C@H](C)CO)C3=O)cc1,-12,7,0,-1,-17,1,-6,25,-21,2,3
CC(C)CNc1nc(Oc2ccc(=O)n(C)n2)nc(N2CCOCC2)n1,-5,4,-61,10,-8,9,-26,25,0,7,-11
CN(Cc1ccco1)C(=O)CN1C(=O)NC(c2ccccc2)(c2ccccc2)C1=O,20,-1,5,3,-20,-6,5,-17,8,8,5
COc1ccc(C(CC(=O)Nc2ncccc2C)N2Cc3ccccc3C2=O)cc1OC (stereo not drawn),5,-6,-1,-9,-8,1,2,5,7,9,-16
COc1ccc(CCNC(=O)C2CC2)cc1OC,9,-3,-9,8,2,0,-10,8,6,-8,-10
O=C(CSC1=Nc2ccccc2C2CC=NN12)Nc1ccc(F)cc1Cl (stereo not drawn),-33,-26,-3,0,-3,3,8,20,-9,-13,13
Cc1nc2ccccc2c(=O)n1/N=C/c1ccc(OC(F)F)cc1,-10,-6,-3,0,8,3,-19,-24,-7,-15,-8
CCC(C)N(C(=O)CN1C(=O)NC2(CCc3ccccc32)C1=O)C1CCS(=O)(=O)C1 (stereo not drawn),4,-5,-3,-10,-8,-6,6,29,-12,-4,-13
Cc1cccc(CS(=O)(=O)Cc2ccc(C(=O)O)o2)c1,1,-13,-4,-4,-7,3,1,19,-8,-12,5
Cc1ccc(C(=O)OCC(=O)Nc2cc(C(C)(C)C)nn2-c2ccccc2)c(O)c1,-6,6,-2,9,6,-3,15,20,-3,6,-14
CCOC(=O)C(NC(=O)c1ccccc1Cl)(Nc1ccc(C(F)(F)F)cc1)C(F)(F)F (stereo not drawn),4,-12,0,-20,-14,0,23,4,-1,7,17
COC(=O)c1ccccc1NC(=O)CCCn1nc([N+](=O)[O-])cc1C,-7,-6,2,7,-21,-2,-28,-15,-20,7,-10
C=C1C(=O)OC2C1CCC(C)=CCCC1(C)OC21 (stereo not drawn),82*,10,/,14,27,/,19,/,/,21,-24
CCc1nnc(NS(=O)(=O)c2ccc(NC(=O)c3cc(Cl)ccc3[N+](=O)[O-])cc2)s1,-2,-3,4,-4,7,14,4,-15,12,13,15
CN(C)S(=O)(=O)c1cccc(-c2cn3cccnc3n2)c1,3,6,1,8,1,4,-22,-25,-9,-1,-8
COc1ccccc1CN(Cc1cc2c(C)ccc(C)c2[nH]c1=O)Cc1nnnn1Cc1ccco1,6,15,0,-4,18,8,10,-9,-6,19,1
CC(=O)/C(=N/Nc1ccc(Br)cc1)Sc1cccc2cccnc12,8,-1,5,-1,0,1,-5,0,-17,0,15
Cc1cccc(N2CC(C(=O)Nc3ccc(S(=O)(=O)N4CCOCC4)cc3)CC2=O)c1C (stereo not drawn),2,1,-2,9,2,-3,-13,-3,-5,-4,6
COc1ccc(NC(=O)c2cc(C(=O)Nc3ccc(OC)cc3OC)cc([N+](=O)[O-])c2)c(OC)c1,13,8,-22,-14,13,5,12,3,1,-1,20
O=C1C(c2ccccc2)SC(=Nc2ccccc2)N1S(=O)(=O)c1ccccc1 (stereo not drawn),-5,5,-8,-23,15,0,-52,-11,-23,-32,-36
CCOc1ccc(NC(=O)COC(=O)c2ccc3ncsc3c2)cc1OCC,4,3,-16,-7,12,6,-3,2,-12,-26,4
CC(C)(C)OC(=O)N1CCC(C(=O)Nc2cccc(C(=O)NCCCc3ccccc3)c2)CC1,14,-13,4,-5,23,-5,17,11,8,29,26
CC(=O)N1Cc2[nH]c3ccccc3c2CC1C(=O)O (stereo not drawn),-4,-5,0,6,-10,-2,-7,14,-4,-9,-7
COc1cccc(NC(=O)CSc2nn3c(=O)c(C)nnc3s2)c1,-2,1,4,11,-11,-7,-6,3,1,17,-18
O=C(COc1ncnc2ccc(Br)cc12)N1CCOCC1,-5,-10,-8,0,-9,10,-12,8,5,-8,10

# An excerpt; the hit share may differ from the screen's.
